High-throughput results deposited in PubChem BioAssay by several laboratories.
Autophagy HCS: modulators of autophagy; MEF GFP-LC3 puncta imaging; test concentration mostly 10 µM; calls only at 10 µM (by protocol); 190,000 compounds, 0.98% hits;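 active = percentage of spot-positive cells more than 3 SD above its plate mean, without a fluorescence outlier flag or 80% toxicity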;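 note: spot-positive cell cutoff set from DMSO-treated cells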
bCat nuc transl: alters nuclear translocation of beta-catenin in HeLa cells; immunofluorescence imaging; nuclear translocation activity, % at 5 µM; 190,000 compounds, 0.3% hits; AID 1665;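 active = nuclear translocation activity above 50% at 5 µM, with a well cell count of 50 or more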;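 note: per-cell ratio of nuclear to cytoplasmic median beta-catenin stain intensity; plate controls were DMSO negative control for no effect and GSK-3 inhibitor IX positive control for full effect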
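Test system: human HeLa cells, endogenous beta-catenin. Times: 24 h compound exposure, 37°C. Measured by: beta-catenin immunofluorescence imaging with DAPI.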
MT stabilize HCS: microtubule stabilization, imaging screen | HeLa tubulin immunostaining HCS, 24 h; share of cells brighter than vehicle mean+2SD | % tubulin-high responders, % at 10 µM | 200,000 compounds, 0.83% hits | AID 2205;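 active = plate Z-score above 3 for both tubulin-high and condensed-nucleus cell shares, with cell loss under 80%, at 10 µM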;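 note: anti alpha tubulin signal scored within the nucleus-defined area of each cell; some results filed as inactive read as strong as hits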
NOD1 inhibition: inhibition of NOD1-driven NF-kB reporter – cell-based, luminescence, uHTS, primary screen (AID 1578). inhibition, % at 4 µM; hits with a dose series show EC50 in µM. 290,000 compounds, 1% hits. NOD1-driven NF-kB luciferase reporter cells, luminescence; higher % means a stronger effect; in the data active = inhibition mostly above about 36%, no sharp cut-off; inactive = mostly below about 34%;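 note: HEK-293T reporter cells stimulated with the NOD1 agonist gamma-tri-DAP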
Ins promoter up: MIN6 insulin promoter up-regulation; MIN6 insulin promoter-GFP reporter, high-content imaging; stronger effect = higher value; z-score at 5 µM; 190,000 compounds, 0.3% hits;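 active = z-score above 3 at 5 µM with at least 500 cells counted in the well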
Dynein transport: dynein cargo transport inhibition. z-score, hits read low. 3617.4 mouse cells, GR-EGFP nuclear translocation imaging; test concentration mostly 20 µM; stimulated with dexamethasone, 1 µM; stronger effect = lower value. 220,000 compounds, 0.47% hits;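 active = plate z-score of nuclear minus cytoplasmic receptor signal below a set negative limit, without overly bright fluorescence or cell loss, cut at about -3.5 in these data, passing the limit was not always enough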;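 note: z-score of nuclear minus cytoplasmic ring GR-EGFP intensity difference per well; some compounds called inactive have numbers as strong as hits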
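Buffer or medium: tetracycline-free induction medium containing charcoal-stripped FBS / Reagent: dexamethasone agonist, 1.0 µM final, for 30 min / Technique: automated 10x imaging of fixed Hoechst-stained cells / Times: induction 48 h, compound 1 h, agonist 30 min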
NOD2 inhibition: inhibition of NOD2-driven NF-kB reporter – cell-based, luminescence, uHTS, HEK293 (AID 1566). HEK293 NOD2/NF-kB luciferase reporter, luminescence; higher % means a stronger effect. inhibition, % at 4 µM, or EC50 in µM where a hit was titrated. 290,000 compounds, 0.63% hits; in the data active = inhibition above about 50%; note: many of its hits are not listed in these tables
Yfh1-depleted yeast: mitochondrial function rescue without frataxin homolog – Friedreich's ataxia, plus single-dose screen, dose response (AID 1465); 220,000 compounds, 0.074% hits; fold induction at 50 µM, or EC50 in µM where a hit was titrated; S. cerevisiae Yfh1-off respiration, WST-1 reduction, 72 h; higher fold induction means a stronger effect;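 active = fold induction of absorbance versus untreated yeast above a set limit, then at least 30% activation at any dose in follow-up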;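 note: activators that raise dye reduction in frataxin-depleted yeast; strong numbers were not always called active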
M17LAP inhibition: P. falciparum M17LAP inhibitors, primary screen, biochemical, fluorogenic H-Leu-NHMec substrate, 1536-well (AID 1619); 220,000 compounds, 0.38% hits; inhibition, % at 30 µM; hits with a dose series show IC50 in µM; recombinant M17LAP, H-Leu-NHMec fluorogenic kinetic assay; higher % means a stronger effect;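 active = compound inhibiting the enzyme by more than half at any dose during confirmatory dose-response retesting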;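 note: plate controls were full reaction with DMSO carrier for no effect and no enzyme background for full effect; strong numbers were not always called active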
Dynein transport cytoplasmic EGFP: also measured in Dynein transport; calls as there; z-score; measured here: cytoplasmic GR-EGFP intensity; stronger effect = higher value
Dynein transport nuclear GR-EGFP: further read-out of Dynein transport, marked with its call; z-score; measured here: nuclear GR-EGFP intensity;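 lower value marks the stronger effect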
Dynein transport cell count: further read-out of Dynein transport, marked with its call; z-score; measured here: cell count per field
Ins promoter up cell count: also measured in Ins promoter up; calls as there; cell count; measured here: cytotoxicity, nuclei count;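 total cells summed across four imaged fields per well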
bCat nuc transl cell count 5 µM: recorded beside bCat nuc transl, whose call it bears; cell count; measured here: cell count, cytotoxicity flag
MT stabilize HCS Hoechst-high %: further read-out of MT stabilize HCS, marked with its call; % Hoechst-high responders; measured here: nuclear condensation Hoechst responders;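 share of cells brighter than vehicle mean plus two SD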
MT stabilize HCS cytotoxicity %: also measured in MT stabilize HCS; calls as there; toxicity, %; measured here: cytotoxicity by cell density;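 0% = mean cell density of plate MIN control wells and 100% = no cells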
Autophagy HCS cell loss 18 h: recorded beside Autophagy HCS, whose call it bears; toxicity, %; measured here: cell loss, nuclei count;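 cell loss after 18 h compound exposure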
The depositor's hits bear a star; i = inactive; / = no result given; + = active, no number. The list is partial (hit frequency here may not be typical).

SMILES	Autophagy HCS	Autophagy HCS cell loss 18 h	bCat nuc transl	bCat nuc transl cell count 5 µM	MT stabilize HCS	MT stabilize HCS Hoechst-high %	MT stabilize HCS cytotoxicity %	NOD1 inhibition	Ins promoter up	Ins promoter up cell count	Dynein transport	Dynein transport cytoplasmic EGFP	Dynein transport nuclear GR-EGFP	Dynein transport cell count	NOD2 inhibition	Yfh1-depleted yeast	M17LAP inhibition
Cc1ccccc1NC1(C#N)C(=O)Nc2ccccc21 (stereo not given)	i	2	/	/	0.6	1.5	22	10%	/	/	0.49	-0.12	-0.074	0.25	9%	/	-11%
CS(=O)(=O)NCCCNc1c(Cl)cccc1[N+](=O)[O-]	i	-2	-0.5	1055	1.8	1.3	10	-24%	0.36	847	1.3	0.16	0.7	-0.22	-14%	i	4%
CC(C)OP(=O)(OC(C)C)C(Nc1cccc(C(=O)O)c1)c1ccccc1 (stereo not given)	/	/	0.4	1296	/	/	/	-15%	0.09	1385	-0.85	-0.27	-0.44	1	15%	i	-6%
S=C(NCc1cccnc1)Nc1ccc(Oc2ccc(Cl)cc2)cc1	/	/	-1.0	1267	/	/	/	4%	0.34	1393	0.75	-0.21	0.21	-0.28	22%	i	-2%
Cc1ccccc1C(=O)Nc1cccc(NC(=O)c2ccc(-c3ccc(Br)cc3)o2)c1	i	-7	-0.8	1160	13	0.7	5.0	-83%	-1.6	857	-0.35	-0.33	-0.26	0.46	-216%	/	6%
CCCCOc1ccc(/C=C/C(=O)Nc2ccc(C(N)=O)cc2)cc1	i	4	-1.9	1047	2.9	2.0	9.1	3%	0.38	1249	0.74	-0.15	0.5	0.58	28%	i	-11%
CCCNC(=O)Cc1c(C)oc2ccccc12	/	/	-0.2	1322	/	/	/	-9%	0.74	989	-0.95	-0.27	-0.078	1.5	-23%	i	-3%
Cc1cc(C)nc(Nc2ncc(O)n2-c2ccccc2)n1	i	-1	/	/	3.0	1.6	4.1	14%	/	/	-0.27	-0.22	-0.97	-0.46	8%	i	-4%
CCn1c(SCC(=O)N2CCCc3ccccc32)nnc1-c1ccoc1C	i	3	-1.2	1195	2.2	1.6	1.7	-34%	0.35	1196	-0.48	-0.25	-0.69	0.6	11%	i	-1%
COC(=O)C1=CN(C2CC2)C=C(C(=O)OC)C1c1ccc(C(F)(F)F)cc1	i	-11	0.8	953	2.1	1.9	8.1	5%	-0.2	1337	-0.89	-0.2	-0.51	-0.12	-1%	i	-12%
Cc1csc(NC(=O)CSc2nnc(NC(=O)C3CC(=O)N(c4ccccc4)C3)s2)n1 (stereo not given)	i	18	0.4	977	2.2	1.1	6.2	13%	0.08	1253	0.58	-0.055	0.93	-2.3	9%	i	7%
O=C(Cn1nnc(-c2ccc(CN3CCOCC3)cc2)n1)N1CCCc2ccccc21	i	-16	0.1	1143	3.0	2.2	8.8	-25%	-1.9	940	0.41	-0.0084	0.12	-2.8	-6%	i	0%
CCOC(=O)c1c(C)n(-c2ccccc2)c2ccc(O)c(CN(C)C)c12	i	33	-1.6	1135	4.3	2.9	3.3	-27%	-1.9	1152	0.58	-0.25	0.55	-0.26	11%	i	7%
COCCNC(=O)CSc1nc(N)c(NC(=O)c2ccccc2F)c(=O)[nH]1	i	3	-0.5	919	2.1	3.4	3.3	-22%	0.27	1271	-0.73	1.2	-0.45	0.97	-3%	i	-5%
O=C(CCC1CCCCC1)NCc1cccs1	i	0	0.1	1123	1.4	1.1	11	-25%	0.99	906	-0.58	-0.06	-0.34	0.075	-6%	i	3%
CCOC(=O)c1cn2nc(N3CCCCC3)ccc2n1	/	/	-0.2	1408	/	/	/	-9%	-0.12	1010	-0.56	-0.24	0.028	0.6	-58%	i	-1%
O=C(c1ccc(Br)o1)N1CCN(c2ccc(F)cc2)CC1	i	-6	/	/	4.1	3.2	5.8	-26%	0.2	1330	-0.23	-0.22	-0.082	-0.31	-32%	i	10%
Cc1cc2n(n1)C(c1ccc3c(c1)OCO3)Nc1c(C)cccc1-2 (stereo not given)	i	-11	1.2	886	1.8	1.5	8.1	-11%	-0.49	1292	-0.43	-0.2	-0.12	0.011	8%	i	-2%
O=C(c1ccc(NC(=O)C2(c3ccccc3)CCOCC2)cc1)N1CCOCC1	i	-11	-3.6	1229	4.6	2.6	4.0	-17%	0.53	1267	-0.2	-0.25	-0.39	0.68	4%	i	-13%
Nc1nnc(SCC(=O)c2ccc3ccccc3c2)s1	i	-4	/	/	4.8	3.0	8.4	9%	1.6	877	-0.43	-0.24	-0.25	1.2	-34%	/	4%
CCc1nnc2c3cnn(-c4ccccc4)c3ncn12	i	-1	/	/	2.8	2.5	15	-12%	1.2	1184	-0.46	-0.25	-0.11	0.3	-23%	i	2%
CCN(CC)c1ccc(/C=C2\CCC(/C=N/NC(=O)c3ccc(=O)n(C)c3)=C2N2CCOCC2)cc1	+	8.5*	-1.3	1141	7.4	2.2	9.0	-16%	2.3	1441	-4.9	6.3	-1	0.94	4%	i	-5%
CCCS(=O)(=O)N1CCC(C(=O)NCCN(C)Cc2ccccc2)CC1	i	10	1.4	1332	4.2	1.9	2.2	7%	-0.23	1580	0.42	-0.43	-0.27	0.43	11%	i	-1%
O=C(c1ccccc1)c1nnc(-c2ccccc2F)o1	i	-1	/	/	3.3	2.1	4.5	-22%	/	/	-0.71	-0.27	-0.13	1.4	-32%	i	2%
CCOC(=O)C1=C(C)OC(N)=C(C#N)C1c1cc2c(cc1Br)OCO2 (stereo not given)	i	8	-2.7	1121	5.1	4.0	6.4	25%	/	/	0.44	-0.25	0.23	0.16	-25%	i	-6%
CC(=O)Nc1sc2c(c1CN1CCN(c3ccccn3)CC1)CCCC2	i	-2	-5.8	984	3.7	1.7	8.5	2%	/	/	-1	-0.14	-0.21	1.3	2%	i	5%
CCC1Oc2ccccc2N(CC(=O)NCc2cccs2)C1=O (stereo not given)	i	8	2.3	1044	4.7	1.7	6.2	-19%	-0.71	1297	-0.23	-0.27	-0.02	0.35	0%	i	9%
Cc1nn(Cc2c(F)c(F)c(F)c(F)c2F)c(C)c1NC(=O)c1ccc(COc2cc(Cl)ccc2Cl)cc1	i	7	-3.3	891	4.1	3.1	2.9	-195%	-1.1	843	-0.018	-0.19	0.28	0.9	-102%	i	2%
Cc1cc(NC(=O)c2cnn3cccnc23)no1	i	-3	0.6	999	3.9	2.5	4.0	-28%	0.05	1054	-0.27	-0.26	-0.17	1.1	-24%	i	4%
Cc1cc(C)n(C(=O)C(C(=O)c2ccccc2)C(C)C)n1 (stereo not given)	i	-15	/	/	5.3	2.4	7.5	-11%	0.12	1214	-0.092	-0.32	-0.26	-0.14	-2%	i	-7%

Among those listed so far, these contain two or more sulfur atoms:
SMILES	Autophagy HCS	Autophagy HCS cell loss 18 h	bCat nuc transl	bCat nuc transl cell count 5 µM	MT stabilize HCS	MT stabilize HCS Hoechst-high %	MT stabilize HCS cytotoxicity %	NOD1 inhibition	Ins promoter up	Ins promoter up cell count	Dynein transport	Dynein transport cytoplasmic EGFP	Dynein transport nuclear GR-EGFP	Dynein transport cell count	NOD2 inhibition	Yfh1-depleted yeast	M17LAP inhibition
Cc1csc(NC(=O)CSc2nnc(NC(=O)C3CC(=O)N(c4ccccc4)C3)s2)n1 (stereo not given)	i	18	0.4	977	2.2	1.1	6.2	13%	0.08	1253	0.58	-0.055	0.93	-2.3	9%	i	7%
Nc1nnc(SCC(=O)c2ccc3ccccc3c2)s1	i	-4	/	/	4.8	3.0	8.4	9%	1.6	877	-0.43	-0.24	-0.25	1.2	-34%	/	4%

(further entries)
SMILES	Autophagy HCS	Autophagy HCS cell loss 18 h	bCat nuc transl	bCat nuc transl cell count 5 µM	MT stabilize HCS	MT stabilize HCS Hoechst-high %	MT stabilize HCS cytotoxicity %	NOD1 inhibition	Ins promoter up	Ins promoter up cell count	Dynein transport	Dynein transport cytoplasmic EGFP	Dynein transport nuclear GR-EGFP	Dynein transport cell count	NOD2 inhibition	Yfh1-depleted yeast	M17LAP inhibition
COc1ccc(NC(=O)Cn2nnc(-c3ccccc3NS(=O)(=O)c3ccccc3)n2)cc1	i	-7	-1.0	963	5.1	3.5	4.0	65%	-0.37	1017	-0.27	-0.31	-0.38	0.41	34%	i	5%
Cc1nc2ccccc2n1CC(O)Cn1c(C(F)(F)F)nc2ccccc21 (stereo not given)	i	13	-3.5	1005	3.7	1.2	5.5	-17%	-0.39	1531	1.8	-0.13	1.3	-1.1	13%	i	-4%
COc1cccc(C2CN(c3ccc(F)cc3F)N=C2c2cccs2)c1OC (stereo not given)	i	5	-0.3	484	2.4	1.9	5.0	4%	/	/	-0.16	-0.29	-0.06	0.26	20%	/	-2%
O=C(CSc1nc(-c2cccs2)cc(C(F)(F)F)n1)NCCCN1CCOCC1	i	-3	0.8	1490	1.5	1.9	4.1	-15%	0.26	1471	-0.88	-0.23	-1.1	1	11%	i	2%
CN(C)CCCN(C(=O)c1sc2ccccc2c1Cl)c1nc2ccc(F)cc2s1	i	18	/	/	2.3	1.4	3.1	6%	-0.43	1253	-0.016	-0.2	0.68	-0.66	-45%	i	-11%
Cn1c(Cn2c(=O)sc3ccccc32)nnc1SCC(=O)Nc1ccc2c(c1)OCO2	i	16	/	/	5.3	2.2	1.9	/	/	/	0.12	0.39	0.51	-0.4	/	i	11%
O=C(O)C(NS(=O)(=O)c1cccc2nsnc12)c1ccccc1 (stereo not given)	/	/	-1.0	1331	/	/	/	-4%	-0.11	1092	-0.33	-0.068	-0.17	0.72	19%	i	9%
Cc1cc(C)nc(SCCN2CCOCC2)n1	i	1	/	/	1.7	1.2	8.1	-6%	-0.51	968	1.3	0.12	1.3	-1.4	20%	i	10%
CCOC(=O)c1cccc(NC(=O)C2CCN(S(=O)(=O)c3cnc[nH]3)CC2)c1	i	5	1.4	1165	2.7	4.0	6.5	-14%	-1.1	981	-1	-0.29	-0.61	0.84	1%	i	16%
O=C(N/N=C/c1cccc(F)c1)c1cc(-c2ccco2)nc2ccccc12	i	-20	7.2	1396	25	9.2	19	-15%	-0.42	1420	1.5	-0.13	0.48	-1.9	-26%	i	-10%
